Rtt109 HAT inh: C. albicans Rtt109 histone acetyltransferase inhibition | purified Rtt109/Vps75, ThioGlo CoA-SH fluorescence, 4 h | inhibition, % at 34.9 µM | 330,000 compounds, 0.16% hits | Q5AAJ8;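 active = inhibition of at least 50% in every replicate; inconclusive = best replicate reaches 50% inhibition but some replicates fall short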
CAL PDZ FP-1: inhibitors of human CAL PDZ peptide binding; Q9HD26; purified CAL PDZ, TMR-peptide fluorescence polarization, 1 h; inhibition, % at 20 µM; 330,000 compounds, 0.02% hits; AID 504414;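 active = highest replicate inhibition of at least 40%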;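 note: plate controls were DMSO neutral control wells for no effect and unlabeled competitor peptide control wells for full effect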
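Material: tagged CAL PDZ protein CerCALP, purified; buffer or medium: sodium phosphate/NaCl buffer pH 7.4 with TCEP, IgG, Thesit; also added: fluorescent TMR peptide probe; schedule: 1 h incubation at room temperature before polarization reading; technique: fluorescence polarization from S- and P-plane intensities, G-factor corrected; control set: unlabelled peptide and DMSO controls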
SR-BI DiI inh: inhibitors of mouse SR-BI mediated HDL lipid uptake; Q61009; AID 488896; inhibition, % at 12.5 µM; ldlA[mSR-BI] CHO cells, DiI-HDL uptake fluorescence, 3 h; 320,000 compounds, 0.96% hits;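 active = mean replicate inhibition of at least 70% and a set share of replicates each scoring 70 or more; inconclusive = meets just one of the two criteria; inactive = fails both criteria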;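 note: 0% = median of neutral control wells and 100% = median of positive control wells; values of inactives mirror those of a sister screen read the other way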
Target sequence (Q61009 whole entry, looked up): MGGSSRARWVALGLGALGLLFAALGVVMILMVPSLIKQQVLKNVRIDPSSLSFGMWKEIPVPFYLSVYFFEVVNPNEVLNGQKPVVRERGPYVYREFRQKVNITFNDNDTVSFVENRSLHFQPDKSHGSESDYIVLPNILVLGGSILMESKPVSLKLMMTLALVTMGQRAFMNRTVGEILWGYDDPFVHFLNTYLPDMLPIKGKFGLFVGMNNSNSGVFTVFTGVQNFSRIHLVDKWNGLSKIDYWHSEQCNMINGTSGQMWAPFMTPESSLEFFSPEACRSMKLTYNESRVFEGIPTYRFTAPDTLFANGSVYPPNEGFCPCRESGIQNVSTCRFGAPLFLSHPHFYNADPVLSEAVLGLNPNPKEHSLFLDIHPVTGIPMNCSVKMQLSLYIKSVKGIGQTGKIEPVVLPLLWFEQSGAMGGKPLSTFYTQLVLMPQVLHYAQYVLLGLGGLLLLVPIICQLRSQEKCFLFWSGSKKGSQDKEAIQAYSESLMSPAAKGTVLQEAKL
PvdQ acylase: blocks Pseudomonas aeruginosa PvdQ acylase activity. purified PvdQ acylase, fluorescence plate reader. inhibition, % at 10 µM. 340,000 compounds, 0.063% hits. AID 488965; in the data active = inhibition above about 30%, passing the limit was not always enough; inconclusive = no clear call, values can overlap the other calls;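 note: 0% = vehicle neutral wells and 100% = reference inhibitor wells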
CAL PDZ FP-2: blocks peptide binding to the human CAL PDZ domain | AID 602252 | inhibition, % at 24.9 µM | purified CAL PDZ, TMR-peptide fluorescence polarization, 1 h | Q9HD26 | 300,000 compounds, 0.92% hits;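 active = mean inhibition of at least 30% with at least half of replicates also reaching 30%; inconclusive = no clear call, values can overlap the other calls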;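 note: 0% = DMSO neutral control and 100% = excess unlabeled competitor peptide PRC23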
SR-BI DiI-HDL act: enhances SR-BI lipid uptake from DiI-HDL; 320,000 compounds, 0.096% hits; CHO ldlA[mSR-BI] cells, DiI-HDL uptake fluorescence, 3 h; 100 = double the neutral-control signal; activation, % at 12.5 µM;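 active = mean replicate activation of at least 60% and every replicate at or above 60%; inconclusive = mean or all-replicate condition met, but not both; inactive = mean below 60% and not all replicates reaching 60%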;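 note: 0% = median plate neutral-control signal and 100% = twice that signal; values of inactives mirror those of a sister screen read the other way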
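Test system: SR-BI-overexpressing, LDLR-lacking CHO cells; Medium: Ham's F12 with 0.5% BSA, HEPES 25 mM, pH 7.4; Schedule: 3 h, 37 °C; Technique: bottom-read fluorescence, 550/595 nm.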
PfHsp90 yeast 2: reduces growth (ATP signal) of yeast expressing P. falciparum Hsp90; 310,000 compounds, 0.32% hits; AID 504621; S. cerevisiae expressing PfHsp90, BacTiter-Glo ATP, 48 h; yeast lacking PDR1 and PDR3 efflux regulators; inhibition, % at 9.4 µM;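 active = every replicate shows inhibition above about 80%, whatever the replicate mean, limit read from the data; inconclusive = mean inhibition reaches the set limit but some replicate falls short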;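 note: 0% = DMSO neutral controls and 100% = 20 µM radicicol positive controls; yeast relying on Plasmodium falciparum Hsp90 in place of its own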
MITF TRPM1 HTS: MITF TRPM1 promoter activation in melanoma cells; activation, % at 12.5 µM; SK-MEL-5 TRPM1-promoter luciferase, 24 h; % of positive control, neutral wells = 0; AID 588334; 300,000 compounds, 0.75% hits;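 active = mean activation of at least 80% with every replicate also reaching 80%; inconclusive = mean reaches 80% but some replicate falls short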;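 note: 0% = neutral control wells and 100% = parthenolide positive control wells; values of inactives mirror those of a sister screen read the other way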
NSD2 HMT inh: inhibitors of human histone methyltransferase NSD2 | O96028 | NSD2 peptide methylation, AlphaScreen, 120 min | inhibition, % at 12.5 µM | 310,000 compounds, 0.54% hits | AID 743445; in the data active = inhibition above about 50%
dFosB activator: activators of mouse delta FosB homodimer. P13346. purified delta FosB, TAMRA-CDK5 oligo fluorescence polarization; percent of positive-control signal above neutral wells. activation, % at 25 µM. 340,000 compounds, 0.99% hits. AID 493131;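 active = mean activation above about 17%, with every replicate also reaching it, limit read from the data, passing the limit was not always enough; inconclusive = only one of the two conditions met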;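 note: fluorescence polarization rise as delta FosB binds a TAMRA Cdk5 AP-1 oligo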
Target sequence (P13346 whole entry, looked up): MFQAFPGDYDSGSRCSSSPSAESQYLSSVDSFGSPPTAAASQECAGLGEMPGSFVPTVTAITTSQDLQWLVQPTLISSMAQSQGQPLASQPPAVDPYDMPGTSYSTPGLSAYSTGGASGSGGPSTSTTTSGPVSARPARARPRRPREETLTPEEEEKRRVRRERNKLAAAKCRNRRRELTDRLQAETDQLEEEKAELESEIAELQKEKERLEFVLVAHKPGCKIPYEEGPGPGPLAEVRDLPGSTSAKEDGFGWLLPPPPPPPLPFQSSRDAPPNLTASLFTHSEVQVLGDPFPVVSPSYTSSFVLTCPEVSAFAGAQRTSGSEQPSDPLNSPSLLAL
Active calls of the source: *; ? = inconclusive; · = not tested or not shown.

SMILES	Rtt109 HAT inh	CAL PDZ FP-1	SR-BI DiI inh	PvdQ acylase	CAL PDZ FP-2	SR-BI DiI-HDL act	PfHsp90 yeast 2	MITF TRPM1 HTS	NSD2 HMT inh	dFosB activator
CCOC(=O)[C@@H]1[C@H]2COc3ccccc3[C@H]2N2C(=O)N(c3cccc(Cl)c3)C(=O)[C@@]12C	2	-1.2	13	12	5	-13	-12	-12	·	-6
CC1CCN(C(=O)CCc2nnc3ccc(NCc4ccco4)nn23)CC1	-3	-1.3	-9	-5	3	9	-7	-6	3	-1
CCOC(=O)C1CCCN(C(=O)C2CCCN(S(=O)(=O)c3ccc4c(c3)oc(=O)n4C)C2)C1 (stereo unspecified)	-1	-0.1	-3	-10	·	3	-33	7	·	2
O=C(NC1CCCCCC1)C1CCN(C(=O)c2ccc(Cl)cc2)CC1	-8	-0.1	-13	-6	-3	13	·	-4	-1	-10
CCCCc1ccc(NC(=S)NCCc2ccc(S(N)(=O)=O)cc2)cc1	0	-0.4	22	-1	·	-22	-1	-5	-1	-3
O=C(COc1ccc2c(-c3ccccc3)cc(=O)oc2c1)N[C@H](Cc1c[nH]c2ccccc12)C(=O)O	6	-0.2	-20	-7	-2	20	4	-12	·	-10
CCOC(=O)c1nc2nc(C)cc(=O)n2[nH]1	·	-1.2	-12	-8	-1	12	·	·	2	2
Cn1c(=O)oc2cc(S(=O)(=O)Nc3ccc(Cl)cc3)ccc21	-2	-1.1	-3	-5	·	3	-7	4	0	-2
Fc1ccc(C2CC(c3ccco3)n3ncnc3N2)cc1 (stereo unspecified)	2	0.3	-6	-4	·	6	·	·	·	0
Cc1cc(N2CCOCC2)ccc1/C=C1/SC(=O)NC1=O	·	-1.9	-6	12	-2	6	-4	56	1	4
C=CCCC(=O)N1CCC(n2nccc2NC(=O)c2ccc(OC)cc2)CC1	-9	-2.2	2	-2	-1	-2	0	9	-1	5
O=C(Nc1ccc(S(=O)(=O)NCc2ccccc2)cc1)c1ccccc1[N+](=O)[O-]	16	-2.9	-1	-10	-1	1	32	10	-3	2
O=C(CSc1ccc2nnc(-c3ccncc3)n2n1)Nc1ccccc1F	-2	-1.7	4	-16	·	-4	30	13	·	-16
Cc1cccc(C)c1NC(=S)N(CCc1ccncc1)C(C)C	35	-2.3	·	0	4	·	10	-2	-3	-4
COc1ccc(-c2cn3c(n2)CCC3)cc1	15	·	-30	-12	-3	30	-3	55	2	-2
Cc1ccc(-c2nnc(N3CC(C)OC(C)C3)c3ccccc23)cc1 (stereo unspecified)	-5	-1.4	?	7	2	-71	12	3	2	4
COc1ccc(C2=NN(C(=O)CSc3nccn3C)C(c3ccco3)C2)cc1 (stereo unspecified)	7	-0.5	20	-12	-2	-20	1	4	6	-9
COc1ccc(CCNC(=O)COC(=O)c2ccc(F)c(S(=O)(=O)N3CCOCC3)c2)cc1	5	0.2	-24	5	1	24	18	-5	-1	-3
CC1CCCN(CC(=O)NNC(=O)COc2ccc(Br)cc2)C1 (stereo unspecified)	0	0.2	-21	-11	-2	21	7	7	-2	2
O=C(O)c1cccc(S(=O)(=O)Nc2ccc(Cc3ccncc3)cc2)c1	-3	-4.6	-7	-6	-2	7	-9	10	-2	-14
COC(=O)c1c(C)[nH]c(C)c1-c1ccc([N+](=O)[O-])cc1	31	-2.6	32	-1	-2	-32	1	-2	10	0
CCC(=O)C1CCCN(C(=O)CCc2nnc(-c3ccc(C(C)=O)s3)o2)C1 (stereo unspecified)	-19	-2.4	-17	-12	-2	17	13	49	-7	3
COc1ccc(N2CCN(c3nc4c(C)cccn4c(=O)c3C=C(C#N)C#N)CC2)cc1	2	0.3	-9	-16	-11	9	3	-6	·	-2
COc1cc(NC(=O)CN2CCN(S(=O)(=O)/C=C/c3ccccc3)CC2)cc(OC)c1OC	8	-1.0	1	-9	-3	-1	-6	1	1	-10
CCCn1nc(C(=O)OCC(=O)NC(C)c2ccccc2)c2ccccc2c1=O (stereo unspecified)	2	-0.8	-14	-15	-2	14	·	-1	-2	0

Single values from the results shown:
Value of Fc1ccc(C2CC(c3ccco3)n3ncnc3N2)cc1 (stereo unspecified) under CAL PDZ FP-1: 0.3
Value of COc1ccc(CCNC(=O)COC(=O)c2ccc(F)c(S(=O)(=O)N3CCOCC3)c2)cc1 under PvdQ acylase: 5
Value of O=C(Nc1ccc(S(=O)(=O)NCc2ccccc2)cc1)c1ccccc1[N+](=O)[O-] under CAL PDZ FP-1: -2.9
Value of CC1CCCN(CC(=O)NNC(=O)COc2ccc(Br)cc2)C1 (stereo unspecified) under SR-BI DiI-HDL act: 21
Value of CCOC(=O)c1nc2nc(C)cc(=O)n2[nH]1 under NSD2 HMT inh: 2
Value of CC1CCN(C(=O)CCc2nnc3ccc(NCc4ccco4)nn23)CC1 under NSD2 HMT inh: 3
Value of O=C(NC1CCCCCC1)C1CCN(C(=O)c2ccc(Cl)cc2)CC1 under MITF TRPM1 HTS: -4

More entries
SMILES	Rtt109 HAT inh	CAL PDZ FP-1	SR-BI DiI inh	PvdQ acylase	CAL PDZ FP-2	SR-BI DiI-HDL act	PfHsp90 yeast 2	MITF TRPM1 HTS	NSD2 HMT inh	dFosB activator
COc1ccccc1C(=O)Nc1ccc(S(=O)(=O)N2CCOCC2)cc1	-2	0.0	2	-18	0	-2	-18	-6	-2	-6
CC(C)(C)c1cc(NC(=O)Nc2ccccc2)no1	-1	-0.8	20	9	-4	-20	11	113*	1	3
Cc1csc(Sc2ccc([N+](=O)[O-])cc2C(=O)OCC(=O)NC2CCCC(C)C2C)n1 (stereo unspecified)	-19	-1.0	13	3	-2	-13	-1	-1	0	3
O=C(CN1CCN(Cc2ccc(F)cc2Cl)CC1)NCc1ccccc1	-3	-0.4	-35	-5	-6	35	8	·	0	0
COc1ccc(C2=NN(C(=O)COC(=O)c3ccc(NC(=O)CC#N)cc3)C(c3ccco3)C2)cc1 (stereo unspecified)	11	-0.9	50	-21	-1	-50	-13	8	14	-5
Cc1ccccc1NC(=S)NC(NC(=O)c1ccco1)C(Cl)(Cl)Cl (stereo unspecified)	0	-1.9	5	0	0	-5	-5	12	-2	-8
Cc1ccc(-c2cc(-c3ccccc3)c(C#N)c(Br)n2)cc1	-3	-0.7	11	-9	-4	-11	-6	-2	-3	-10
CN(c1ccccc1)S(=O)(=O)c1cccc(NC(=O)CCNC(=O)c2ccc([N+](=O)[O-])cc2)c1	-9	-0.2	19	8	-2	-19	4	-11	3	-4
Cc1ccc(CSC2=NCCN2C(=O)c2ccco2)cc1	-2	-0.4	-8	-7	-4	8	9	24	·	-20
c1ccc2sc(SCSc3nc4ccccc4s3)nc2c1	10	-1.6	·	3	0	·	-18	20	-6	0
CCCc1cnc(N2CCN(C(=O)c3ccc(OC)cc3)CC2)nc1	2	-1.7	-1	-10	-5	1	-28	1	-1	-3
O=C(CCNC(=O)c1ccccc1Cl)NN=Cc1ccccc1[N+](=O)[O-]	0	-0.1	-31	6	·	31	·	-13	1	5
CCCc1cc(=O)c2ccc(OC/C(C)=N/O)cc2o1	3	-2.4	28	-7	-6	-28	-16	-3	17	-9
Cc1n[nH]c(=O)c2c(NC(=O)CSc3nn(-c4ccccc4)c(=S)s3)oc(C)c12	4	-2.7	-18	-12	3	18	9	-2	·	-7
CCOC(=O)Cc1c(C)c2c(C)nn(-c3ccccc3)c2oc1=O	-14	·	-4	-2	0	4	·	·	-1	-6
O=C(NCCO)/C(=C\c1ccco1)NC(=O)c1ccco1	4	0.3	-38	7	6	38	-5	·	-2	1
Cc1cccc(-n2cnc3c(c2=O)c2nc4ccccc4nc2n3Cc2ccco2)c1	-18	0.0	11	-13	-7	-11	-30	0	·	-17
Cc1ccc(S(=O)(=O)NCC(=O)N2CCC(C)CC2)cc1	1	-0.5	-20	-6	·	20	-1	16	·	3
COC(=O)c1ccccc1NC(=O)c1ccccc1N(C)S(=O)(=O)c1ccccc1	8	-0.2	-37	4	-1	37	7	-4	0	-2
CC1(C)CC(=O)C=C(NCCCNC2CCCCC2)C1	17	0.0	-18	1	·	18	15	-9	·	1
Cc1c(OC(C)C(=O)NC2CC(C)(C)NC(C)(C)C2)ccc2c3c(c(=O)oc12)CCC3 (stereo unspecified)	12	-2.6	·	-5	-4	·	9	2	-4	-7
CCN(CC)c1ccc(NC(=O)c2ccc(=O)[nH]c2)cc1S(=O)(=O)Nc1ccc(OC)cc1	-4	-2.2	17	-6	-6	-17	-9	-11	0	-16
NS(=O)(=O)c1ccc(CCNC(=O)c2cnccn2)cc1	1	-1.9	·	-5	-1	·	-11	-19	1	-5
O=[N+]([O-])c1ccc(CSc2ccc(S(=O)(=O)N3CCCCCC3)cn2)cc1	4	-2.6	0	-6	-6	0	·	-10	0	-2
CC(=O)c1ccc(NC(=O)/C(=C\c2ccccc2)NC(=O)c2ccco2)cc1	0	-0.6	-10	-13	7	10	-14	-3	-1	1
C=CCSc1nnc(-c2ccc(Cl)cc2Cl)o1	-10	-1.8	-2	12	·	2	14	59	68*	-10
COc1ccc(/C=N/NC(=O)Cn2cnc3c2c(=O)n(C)c(=O)n3C)cc1	-7	-1.5	6	-7	-3	-6	3	·	2	0
COc1cc2c(cc1OC)CN(Cc1ccc(F)cc1)CC2	-1	0.1	-15	-3	-2	15	-36	-6	-1	-1
NC(=O)C1CCN(CC(=O)NCc2ccccc2)CC1	8	-1.6	-5	-16	0	5	11	7	2	-2

NSD2 HMT inh: entries above that show a hit.
SMILES	Rtt109 HAT inh	CAL PDZ FP-1	SR-BI DiI inh	PvdQ acylase	CAL PDZ FP-2	SR-BI DiI-HDL act	PfHsp90 yeast 2	MITF TRPM1 HTS	NSD2 HMT inh	dFosB activator
C=CCSc1nnc(-c2ccc(Cl)cc2Cl)o1	-10	-1.8	-2	12	·	2	14	59	68*	-10

Ordered by SMILES length (largest number first): three of the compounds above
SMILES	Rtt109 HAT inh	CAL PDZ FP-1	SR-BI DiI inh	PvdQ acylase	CAL PDZ FP-2	SR-BI DiI-HDL act	PfHsp90 yeast 2	MITF TRPM1 HTS	NSD2 HMT inh	dFosB activator
Cc1n[nH]c(=O)c2c(NC(=O)CSc3nn(-c4ccccc4)c(=S)s3)oc(C)c12	4	-2.7	-18	-12	3	18	9	-2	·	-7
CC(=O)c1ccc(NC(=O)/C(=C\c2ccccc2)NC(=O)c2ccco2)cc1	0	-0.6	-10	-13	7	10	-14	-3	-1	1
COc1ccccc1C(=O)Nc1ccc(S(=O)(=O)N2CCOCC2)cc1	-2	0.0	2	-18	0	-2	-18	-6	-2	-6
